Dynein transport: blocks dynein driven cargo transport along microtubules; z-score, hits read low; actives 0.47% (n = 220,000); AID 1381; 3617.4 mouse cells, GR-EGFP nuclear translocation imaging; test concentration mostly 20 µM; stimulated with dexamethasone, 1 µM; hits give low values;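 active = plate z-score of nuclear minus cytoplasmic receptor signal below a set negative limit, without overly bright fluorescence or cell loss, cut at about -3.5 in these data, passing the limit was not always enough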;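 note: z-score of nuclear minus cytoplasmic ring GR-EGFP intensity difference per well; some compounds called inactive have numbers as strong as hits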
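Medium: Induction medium lacking tetracycline, stripped serum | Probe or stimulus: 1.0 µM final dexamethasone stimulus | Schedule: 48 h induction, then 1 h compound, then 30 min agonist, 37 °C | Signal: Automated 10x imaging of fixed Hoechst-stained cells | Evaluation: Per-cell GR-EGFP intensity, nucleus versus surrounding cytoplasmic ring, well-averaged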
Hep lipid drop: hepatic lipid droplet formation modulation; AML12 mouse hepatocytes, oleate lipid droplets, BODIPY imaging; inhibition, % at 6.5 µM; actives 0.4% (n = 240,000); AID 1656;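 active = lipid droplet intensity inhibited by at least 50%, with more than 500 cells counted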
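Assay system: AML12 mouse liver cells | Compound: 6.5 µM single-point dosing | Schedule: Overnight exposure | Technique: Fluorescence imaging, 20x objective, two fields per well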
Yfh1-depleted yeast: mitochondrial function rescue without frataxin homolog – Friedreich's ataxia, plus single-dose screen, dose response (AID 1465). one-dose fold induction at 50 µM; EC50 in µM for titrated hits. S. cerevisiae Yfh1-off respiration, WST-1 reduction, 72 h; higher fold induction means a stronger effect. actives 0.074% (n = 220,000);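 active = fold induction of absorbance versus untreated yeast above a set limit, then at least 30% activation at any dose in follow-up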;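 note: activators that raise dye reduction in frataxin-depleted yeast; strong numbers were not always called active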
MT stabilize HCS: stabilizes microtubules in HeLa cells; HeLa tubulin immunostaining HCS, 24 h; share of cells brighter than vehicle mean+2SD; % tubulin-high responders, % at 10 µM; actives 0.83% (n = 200,000);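 active = plate Z-score above 3 for both tubulin-high and condensed-nucleus cell shares, with cell loss under 80%, at 10 µM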;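 note: anti alpha tubulin signal scored within the nucleus-defined area of each cell; some results filed as inactive read as strong as hits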
ER stress rescue: rescue of cells from ER stress-induced death, primary screen, 384-well, CSM14.1, thapsigargin, ATP luminescence (AID 1222); CSM14.1 thapsigargin-induced death rescue, ATP luminescence; higher % means a stronger effect; cellular ATP content (survival), % at 20 µM; hits with a dose series show EC50 in µM; 190,000 tested, under 10 active;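 active = EC50 below 50 µM in the dose-response confirmation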;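 note: death triggered by thapsigargin at about 15 µM added after 2 h compound pretreatment; cell ATP read after overnight thapsigargin exposure of roughly 18 to 22 hours; normalized against plate controls of thapsigargin alone and 5% DMSO vehicle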
Ins promoter up: MIN6 insulin promoter up-regulation. MIN6 insulin promoter-GFP reporter, high-content imaging; hits give high values. z-score at 5 µM. AID 1625. actives 0.3% (n = 190,000);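 active = z-score above 3 at 5 µM with at least 500 cells counted in the well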
Autophagy mod: modulators of autophagy. MEF GFP-LC3 puncta imaging; test concentration mostly 10 µM. calls only at 10 µM (by protocol). actives 0.98% (n = 190,000);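 active = percentage of spot-positive cells more than 3 SD above its plate mean, without a fluorescence outlier flag or 80% toxicity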;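 note: spot-positive cell cutoff set from DMSO-treated cells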
P. falciparum M17LAP: P. falciparum M17LAP inhibitors, primary screen, biochemical, fluorogenic H-Leu-NHMec substrate, 1536-well (AID 1619) | recombinant M17LAP, H-Leu-NHMec fluorogenic kinetic assay; higher % means a stronger effect | one-dose inhibition, % at 30 µM; IC50 in µM for titrated hits | actives 0.38% (n = 220,000);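 active = compound inhibiting the enzyme by more than half at any dose during confirmatory dose-response retesting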;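 note: plate controls were full reaction with DMSO carrier for no effect and no enzyme background for full effect; strong numbers were not always called active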
M1AAP inhibition: P. falciparum M1AAP inhibitors, biochemical, fluorogenic H-Leu-NHMec substrate, 1536-well (AID 1445); actives 0.42% (n = 220,000); recombinant M1AAP, H-Leu-NHMec fluorogenic kinetic assay; higher % means a stronger effect; one-dose inhibition, % at 30 µM; IC50 in µM for titrated hits;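 active = primary inhibition above the hit cutoff, then over 50% inhibition at one or more dose response concentrations, cut at about 23% in these data, passing the limit was not always enough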;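 note: plate controls were DMSO full reaction for no effect and no enzyme background for full effect; strong numbers were not always called active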
Dynein transport cytoplasmic EGFP: further read-out of Dynein transport, marked with its call; z-score; measured here: cytoplasmic GR-EGFP intensity; hits give high values
Dynein transport nuclear GR-EGFP: further read-out of Dynein transport, marked with its call; z-score; measured here: nuclear GR-EGFP intensity;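 lower value marks the stronger effect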
Dynein transport cell count: recorded beside Dynein transport, whose call it bears; z-score; measured here: cell count per field
Ins promoter up cell count: further read-out of Ins promoter up, marked with its call; cell count; measured here: cytotoxicity, nuclei count;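 total cells summed across four imaged fields per well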
Hep lipid drop cells 6.5 µM: second read-out of Hep lipid drop, no call of its own (marks repeat the call); cell count; measured here: cell count, cytotoxicity flag;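 cells counted across two imaged fields per well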
MT stabilize HCS Hoechst-high %: second read-out of MT stabilize HCS, no call of its own (marks repeat the call); % Hoechst-high responders; measured here: nuclear condensation Hoechst responders;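 share of cells brighter than vehicle mean plus two SD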
MT stabilize HCS cytotoxicity %: further read-out of MT stabilize HCS, marked with its call; toxicity, %; measured here: cytotoxicity by cell density;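 0% = mean cell density of plate MIN control wells and 100% = no cells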
Autophagy mod cell loss 18 h: second read-out of Autophagy mod, no call of its own (marks repeat the call); toxicity, %; measured here: cell loss, nuclei count;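 cell loss after 18 h compound exposure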
* marks the source's active call; other numbers are inactive results; i = inactive; x = no result given; + = active, no number.

SMILES	Dynein transport	Dynein transport cytoplasmic EGFP	Dynein transport nuclear GR-EGFP	Dynein transport cell count	Hep lipid drop	Hep lipid drop cells 6.5 µM	Yfh1-depleted yeast	MT stabilize HCS	MT stabilize HCS Hoechst-high %	MT stabilize HCS cytotoxicity %	ER stress rescue	Ins promoter up	Ins promoter up cell count	Autophagy mod	Autophagy mod cell loss 18 h	P. falciparum M17LAP	M1AAP inhibition
COc1ccccc1-c1cc(N)n(S(=O)(=O)c2cccc3nsnc23)n1	-0.32	0.82	0.45	0.6	-38	636	i	x	x	x	x	-0.99	1005	x	x	3%	1%
Cc1ccc(Nc2c(-c3ccco3)nc3nc(C)cc(C)n23)cc1	0.034	-0.2	-0.047	0.97	-10	680	i	3.1	2.8	4.2	0.7%	0.46	1060	i	7	8%	5%
COc1cc(NC(=O)CSc2nc3ccccc3c(=O)n2C)ccc1NC(=O)c1ccco1	-1.1	-0.26	-0.26	-0.081	x	x	i	5.4	3.0	2.9	0.1%	0.68	1453	i	1	2%	0%
CSc1ccc(/C=N/N2CCN(c3ccccc3)CC2)cc1	0.096	-0.24	0.48	0.74	16	682	i	7.5	2.6	3.9	-0.6%	0.05	1461	i	10	-6%	-1%
Oc1c(C(c2ccco2)N2CCN(C(c3ccccc3)c3ccccc3)CC2)sc2ncnn12 (centres undefined)	-0.41	0.32	-0.11	-1.5	x	x	i	3.1	3.1	2.8	-0.6%	-0.73	912	i	-37	-7%	4%
COc1ccc2nc(NC(=O)c3cc(C)oc3C)sc2c1	-0.86	-0.22	-0.81	0.21	-13	685	i	2.6	1.7	9.3	-2.2%	x	x	i	0	7%	-1%
CC(Cc1ccccc1)NC(=O)/C=C/c1ccc([N+](=O)[O-])cc1 (centres undefined)	0.4	-0.24	0.26	-0.53	1	662	i	1.0	3.3	9.6	0.7%	0.3	1246	i	4	0%	6%
O=[N+]([O-])c1ccc(OCCO)nc1	1.4	-0.22	0.42	-0.69	-10	673	i	x	x	x	x	-0.13	1183	x	x	-6%	4%
COC(=O)c1oc2nc(C)cc(C)c2c1N	0.047	-0.22	0.33	-0.38	-3	763	i	1.7	2.6	11	-0.8%	0.08	1163	i	12	-49%	1%
CC(C)CCNC(=O)NC(=O)COC(=O)c1cc(S(=O)(=O)N2CCOCC2)ccc1N1CCCCC1	1.8	0.021	1.3	-0.83	2	736	i	1.7	1.4	7.6	0.0%	0.92	857	i	-4	-1%	-2%

Molecules from the list above with a furan ring, fused or not:
SMILES	Dynein transport	Dynein transport cytoplasmic EGFP	Dynein transport nuclear GR-EGFP	Dynein transport cell count	Hep lipid drop	Hep lipid drop cells 6.5 µM	Yfh1-depleted yeast	MT stabilize HCS	MT stabilize HCS Hoechst-high %	MT stabilize HCS cytotoxicity %	ER stress rescue	Ins promoter up	Ins promoter up cell count	Autophagy mod	Autophagy mod cell loss 18 h	P. falciparum M17LAP	M1AAP inhibition
Cc1ccc(Nc2c(-c3ccco3)nc3nc(C)cc(C)n23)cc1	0.034	-0.2	-0.047	0.97	-10	680	i	3.1	2.8	4.2	0.7%	0.46	1060	i	7	8%	5%
COc1cc(NC(=O)CSc2nc3ccccc3c(=O)n2C)ccc1NC(=O)c1ccco1	-1.1	-0.26	-0.26	-0.081	x	x	i	5.4	3.0	2.9	0.1%	0.68	1453	i	1	2%	0%
Oc1c(C(c2ccco2)N2CCN(C(c3ccccc3)c3ccccc3)CC2)sc2ncnn12 (centres undefined)	-0.41	0.32	-0.11	-1.5	x	x	i	3.1	3.1	2.8	-0.6%	-0.73	912	i	-37	-7%	4%
COc1ccc2nc(NC(=O)c3cc(C)oc3C)sc2c1	-0.86	-0.22	-0.81	0.21	-13	685	i	2.6	1.7	9.3	-2.2%	x	x	i	0	7%	-1%
COC(=O)c1oc2nc(C)cc(C)c2c1N	0.047	-0.22	0.33	-0.38	-3	763	i	1.7	2.6	11	-0.8%	0.08	1163	i	12	-49%	1%

Other entries.
SMILES	Dynein transport	Dynein transport cytoplasmic EGFP	Dynein transport nuclear GR-EGFP	Dynein transport cell count	Hep lipid drop	Hep lipid drop cells 6.5 µM	Yfh1-depleted yeast	MT stabilize HCS	MT stabilize HCS Hoechst-high %	MT stabilize HCS cytotoxicity %	ER stress rescue	Ins promoter up	Ins promoter up cell count	Autophagy mod	Autophagy mod cell loss 18 h	P. falciparum M17LAP	M1AAP inhibition
CC(C)CCNC(=O)c1cc(-c2ccco2)nc2ccccc12	-1.9	2.1	-0.76	1.8	5	799	i	2.9	1.4	4.7	6.7%	0.25	871	i	1	-32%	21%
COc1ccccc1N(C)S(=O)(=O)c1ccc(C(=O)NC(C)(C)C)cc1	0.7	-0.12	0.38	-1.7	-13	787	x	1.9	1.8	5.7	0.2%	1.7	659	i	7	-4%	6%
Fc1cccc(Cl)c1/C=N/n1c(-c2cccnc2)n[nH]c1=S	0.27	-0.19	-0.086	-0.43	0	752	i	1.3	1.6	6.9	-2.0%	0.95	1173	i	3	18%	0%
COc1cc(OC)cc(C(=O)OCC(=O)Nc2sccc2C(N)=O)c1	0.13	-0.16	0.11	-0.0029	-5	727	i	3.8	2.2	6.1	-0.2%	0.94	1524	i	2	2%	0%
Cc1ccc(C2c3c(C)nn(-c4ccc([N+](=O)[O-])cc4)c3N=C3C(=O)Nc4ccccc4N32)cc1 (centres undefined)	0.49	0.31	0.56	-0.31	31	657	i	3.6	1.5	9.4	-1.6%	-0.06	1589	i	5	1%	8%
O=C(Nc1nc(-c2ccccn2)cs1)C1CC1	-1.1	-0.23	-0.6	0.38	23	724	i	6.8	2.9	3.0	x	-0.73	1452	x	x	1%	8%
O=S(=O)(c1ccccc1F)N1CCN(c2nc3ccccc3s2)CC1	0.52	-0.19	0.076	-0.55	-1	718	i	2.9	2.3	4.9	-0.7%	0.22	1411	i	7	-2%	0%
Cc1ccn2c(CNCCCn3cccn3)c(C(=O)N3CCCCCC3)nc2c1	-0.12	-0.35	0.31	0.91	-11	730	i	2.2	1.0	6.3	-1.1%	-0.45	1449	i	-1	x	x
COc1ccc(-c2noc(C3CCCN(C(=O)Nc4ccccc4)C3)n2)cc1 (centres undefined)	1	-0.31	0.15	0.37	-6	622	i	1.5	1.4	9.6	-1.1%	0.01	1471	i	-5	1%	-3%
COc1ccc2c(c1OC)C(=O)OC2CC(=O)c1ccc(O)c(O)c1 (centres undefined)	-0.022	-0.2	0.2	0.68	-3	728	i	2.1	1.3	1.5	-0.8%	0.39	816	i	-5	35µM*	21%
Cc1ccc(C(=O)Nc2ccc3c(c2)CCC3)cc1	1	-0.25	0.36	-0.14	-20	666	i	1.7	2.0	7.1	-3.4%	0.41	1517	i	-1	-11%	0%
O=C1C2CC=CCC2C(=O)N1c1n[nH]c(-c2ccccc2)n1 (centres undefined)	-0.84	-0.14	-0.47	0.87	-2	778	i	0.9	1.4	16	2.0%	0.43	908	i	-6	8%	-5%
CS(=O)(=O)Nc1ccc(C2=NN(C(=O)c3ccco3)C(c3ccc(F)cc3)C2)cc1 (centres undefined)	-0.04	-0.18	-0.1	0.49	-26	670	i	2.7	2.7	6.5	0.7%	x	x	i	5	2%	5%
CCCCn1c(=O)n(CC(=O)Nc2c(CC)cccc2CC)c(=O)c2c1nc(CO)n2CCC	-0.39	-0.35	-0.33	0.66	x	x	i	3.5	2.6	3.9	-1.7%	0.22	1245	i	-43	11%	-4%
CCCCn1c(CN2CCN(c3cccc(Cl)c3)CC2)nc2c1c(=O)[nH]c(=O)n2C	-0.47	-0.16	0.062	0.61	-21	716	i	35*	51*	36*	-0.7%	-0.35	739	+	45*	13%	9%
Cc1ccc(S(=O)(=O)N(CC(=O)NCC2CCCO2)c2cccc([N+](=O)[O-])c2)cc1 (centres undefined)	0.25	-0.24	0.41	-0.5	-12	712	i	1.3	1.4	9.2	1.3%	0.2	1570	i	28	-5%	-2%
CCn1cc(CNCc2cn(C)nc2-c2ccc(C3CCCCC3)cc2)cn1	-0.16	-0.26	0.13	0.56	-11	665	i	3.7	2.3	9.3	-2.8%	-0.35	1349	i	38	-7%	3%
COCc1ccc(CN2CCc3c([nH]c4ccccc34)C2C(C)(C)C)o1 (centres undefined)	-0.81	-0.24	-0.6	1.4	0	738	i	2.3	1.4	8.5	-0.3%	-0.65	1604	i	3	14%	2%
N#Cc1c(SCC(N)=O)nc2c(c1-c1ccncc1)CCCC2	-0.92	-0.37	-0.91	1.3	10	721	i	3.2	2.1	8.6	-1.3%	-0.26	1261	i	-14	10%	8%
CN(/N=C/c1ccc([N+](=O)[O-])o1)c1ccccc1	1.7	-0.067	1.3	-1.7	10	705	i	3.7	2.1	4.1	1.1%	0.69	1094	i	-2	15%	3%
CC(C(=O)N1CCN(c2ccc([N+](=O)[O-])cc2)CC1)N1C(=O)C2CC=CCC2C1=O (centres undefined)	-0.32	0.51	0.054	0.5	-18	703	i	4.1	2.4	5.9	-0.9%	-0.12	1602	i	14	5%	12%
CCCN(CCC)C(=O)C[n+]1cccc(/C=N/O)c1	0.17	-0.25	0.22	-0.14	-1	560	i	1.3	2.6	10	0.3%	0.12	1564	i	-13	9%	8%
CCOc1ccccc1OCC(=O)O	0.29	-0.29	0.18	-0.44	x	x	i	5.0	3.3	9.4	-2.4%	-0.23	1079	i	20	-14%	10%
CC(=O)c1cccc(S(=O)(=O)Nc2cccc(S(=O)(=O)NC3=NCCC3)c2)c1	-0.21	-0.29	-0.24	-0.14	-9	432	i	3.3	3.1	5.2	-1.9%	x	x	i	-24	6%	-2%
O=C(COC(=O)c1ccccc1)Nc1ccc(Cl)cn1	-0.68	-0.29	0.35	-0.049	7	685	i	1.4	2.7	9.5	1.0%	-0.48	1114	i	-5	0%	8%

Compound activity as filed in PubChem BioAssay.

Compounds were not picked by outcome, and some 3.5% of all compounds hit somewhere here.
